# RXFP1 ag: RXFP1 (human) receptor agonism. Q9HBX9. HEK293T-RXFP1 cAMP TR-FRET, 30 min; response scale: percent of porcine relaxin response, buffer zero. Potency, µM (top dose mostly 57.5 µM), inactives show at the top dose activation, most hits filed as activators. 370,000 compounds, 0.3% hits; also: % is scaled to controls: 0 for no effect and ±100 for the full control effect; nearly all actives have a fitted effect of over 60% in size; many of its hits are not listed in these tables
#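 Agonist response is measured as cAMP accumulation in an RXFP1-transfected HEK293T line under PDE4 inhibition. Values are scaled between buffer-only and 29 nM porcine relaxin, and EC50s come from standard Hill equation fits.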
# TrxR1 substrate: rat thioredoxin reductase 1 substrate activity; O89049; purified TrxR1 substrate turnover, NADPH consumption readout; Potency, µM (highest dose often 114 µM), for the others: top-dose activity change, negative = substrate turnover; 390,000 compounds, 0.01% hits; AID 588456; also: % is scaled to controls: 0 for no effect and ±100 for the full control effect; nearly all actives have a fitted effect of over 50% in size
#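 Rat TrxR1, dispensed at 90 nM, was prereduced with 400 uM NADPH (final) for 5 min at ~22 deg C, then incubated with compound 15 min before 400 uM selenite. A first-read NADPH fluorescence drop versus no-compound background flagged substrates.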
# TrxR1 inh: blocks rat thioredoxin reductase 1; recombinant rTrxR1, NADPH fluorescence consumption, selenite substrate; AID 588453; O89049; Potency, µM (titrated, usually from 114 µM), without a hit: at the top dose activity change, negative = inhibition, actives largely listed as inhibitors; 390,000 compounds, 1% hits; also: % is scaled to controls: 0 for no effect and ±100 for the full control effect; nearly all actives have a fitted effect of over 65% in size
#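 Rat TrxR1 (90 nM in the dispensed reagent) was pre-reduced with 400 uM NADPH for 5 min at room temperature, then incubated with compound for 15 min. After 400 uM selenite was added, NADPH fluorescence (Ex 340/Em 450 nm) was followed for 8 min.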
# Vif-APOBEC3G blk: inhibitors of Vif-APOBEC3G interaction; Q9HC16; HeLa A3G-eYFP + Vif (tagged APOBEC3G with the HIV-1 protein that degrades it), YFP fluorescence, overnight; Potency, µM (top dose mostly 46.1 µM), for the others: top-dose activity, negative = active, hits mostly inhibitors; 410,000 compounds, 0.076% hits;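 also: % is scaled to controls: 0 for no effect and ±100 for the full control effect; nearly all actives have a fitted effect of over 60% in size; hits raise eYFP signal because A3G escapes Vif-driven loss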
#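 Read-out is eYFP fluorescence (Ex 488/Em 500-530) from Vif-expressing HeLa A3G-eYFP cells; more signal means A3G escaped Vif-mediated degradation. Cells plated overnight, compound pinned in, incubated overnight at 37 deg C.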
# RGS4 inh: human RGS4 inhibition; P49798; Transcreener GDP fluorescence polarization, RGS4-accelerated GTP hydrolysis; Potency, µM (titrated, usually from 114 µM), without a hit: at the top dose activity change, negative = inhibition, actives largely listed as inhibitors; 390,000 compounds, 0.039% hits; also: % is scaled to controls: 0 for no effect and ±100 for the full control effect; nearly all actives have a fitted effect of over 75% in size; some results filed as inactive show a strong effect at the top dose
# Target sequence (P49798 whole entry, looked up): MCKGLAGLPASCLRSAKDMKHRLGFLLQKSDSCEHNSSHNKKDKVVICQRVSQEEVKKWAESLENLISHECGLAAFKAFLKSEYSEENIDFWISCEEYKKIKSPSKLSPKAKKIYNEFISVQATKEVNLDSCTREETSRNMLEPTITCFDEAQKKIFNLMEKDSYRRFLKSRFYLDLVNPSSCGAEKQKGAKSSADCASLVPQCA
#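 MLSMR compounds (23 nl, pin-transferred) preincubated 10 min at room temperature with a 500nM (2x) first reagent, then RGS4 at 900nM (2x) plus Transcreener GDP mix added; fluorescence polarization (620/688 nm) read before and after 90 min at 30 °C.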
# USP1-UAF1 inh: inhibitors of human USP1/UAF1 deubiquitinase. O94782. recombinant USP1/UAF1, Ub-Rhodamine cleavage fluorescence. Potency, µM (series often up to 57.1 µM), inactives show at the highest dose activity change, negative = inhibition, usual class: inhibitors. 390,000 compounds, 0.23% hits; also: % is scaled to controls: 0 for no effect and ±100 for the full control effect; nearly all actives have a fitted effect of over 60% in size; inactives centre near -12
#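 Step one: compound is pinned into 1nM USP1/UAF1 in HEPES pH 7.8 buffer with TCEP. Step two: 15 min room-temperature incubation. Step three: Ub-Rho (150nM final) starts cleavage, tracked by fluorescence over six one-minute reads.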
# 12-LOX inh: inhibitors of human 12S-lipoxygenase ALOX12. purified 12hLO, xylenol orange hydroperoxide absorbance. Potency, µM (titrated, usually from 108 µM), for inactives: at the top dose activity change, negative = inhibition, hits mostly inhibitors. 580,000 compounds, 1.1% hits; also: % is scaled to controls: 0 for no effect and ±100 for the full control effect
# Target sequence (P18054 whole entry, looked up): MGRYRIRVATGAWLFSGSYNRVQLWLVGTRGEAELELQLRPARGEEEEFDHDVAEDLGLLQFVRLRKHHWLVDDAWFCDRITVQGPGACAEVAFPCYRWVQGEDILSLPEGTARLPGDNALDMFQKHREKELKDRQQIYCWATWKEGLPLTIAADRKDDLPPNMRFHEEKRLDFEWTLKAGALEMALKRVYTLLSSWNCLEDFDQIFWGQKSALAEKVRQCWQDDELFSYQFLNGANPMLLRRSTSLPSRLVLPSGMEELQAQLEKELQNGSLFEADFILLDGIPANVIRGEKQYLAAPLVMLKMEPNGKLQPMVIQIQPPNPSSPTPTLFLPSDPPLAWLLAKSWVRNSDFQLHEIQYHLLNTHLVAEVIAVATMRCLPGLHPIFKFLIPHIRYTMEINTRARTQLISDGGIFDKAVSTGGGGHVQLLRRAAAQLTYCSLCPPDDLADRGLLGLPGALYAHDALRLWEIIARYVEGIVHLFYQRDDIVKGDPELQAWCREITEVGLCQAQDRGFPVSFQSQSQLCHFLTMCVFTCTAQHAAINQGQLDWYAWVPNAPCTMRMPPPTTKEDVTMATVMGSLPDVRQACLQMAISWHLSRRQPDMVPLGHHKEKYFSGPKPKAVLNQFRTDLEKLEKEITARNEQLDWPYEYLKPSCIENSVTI
#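 Hydroperoxide product was detected by ferrous iron/xylenol orange as the 573 to 405 nm absorbance ratio. Arachidonic acid at 40 uM (final) was turned over for 30 min at room temperature by 150 nM human 12hLO, pH 7.0 Hepes buffer, after 15 min compound preincubation.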
# mIDH1 inhibitor: human IDH1 R132H inhibition; O75874; IDH1-R132H enzyme, NADPH consumption, diaphorase/resazurin fluorescence; Potency, µM (highest dose often 76.6 µM), without a hit: top-dose activity change, negative = inhibition, actives largely listed as inhibitors; 390,000 compounds, 0.093% hits; AID 602179; also: % is scaled to controls: 0 for no effect and ±100 for the full control effect; nearly all actives have a fitted effect of over 65% in size
#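 IDH1-R132H (0.5 ug/mL) preincubated 30 min with compound, then NADPH (0.016 mM) and alpha-KG (2 mM) added; 80 min at RT, pH 7.5. Remaining NADPH coupled via diaphorase/resazurin to fluorescence (540/590 nm); concentration-response curves normalized to no-enzyme control.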
# Vif-APOBEC3F blk: Vif-A3F binding inhibition | Potency, µM (titrated, usually from 46.1 µM), for inactives: top-dose activity, negative = active | HeLa A3F-eYFP + Vif (tagged APOBEC3F with the HIV-1 protein that degrades it), YFP fluorescence increase | 390,000 compounds, 0.2% hits; also: % of control where 0% means no effect; nearly all actives have a fitted effect of over 65% in size
#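 HeLa cells stably expressing A3F-eYFP plus Vif, plated and incubated overnight at 37 deg C, then exposed to compounds overnight at 37 deg C. Blocked degradation read as raised yellow fluorescence (Ex 488/Em 500-530).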
# * = called active by the depositor; ? = inconclusive; . = no result given; [ ] = another dose, or the depositor's remark. Calls follow the shape of the dose curve; as a rule, active = well fitted curve in the direction sought with a large enough effect; inconclusive = small, poorly fitted or top-dose-only effect, or another doubt; inactive = no such curve, though single readings can be large; an effect the other way counts as inactive or inconclusive. Potency is read from the fitted curve at half-maximal effect. A portion of the library. The share of hits here may be higher or lower than overall.
1) CCCN(CCC)CCCNC(=O)c1nn(C)c2c1CS(=O)(=O)c1ccccc1-2
2) CCCn1c(SCC(=O)NCC)nc2sc3c(c2c1=O)CCC3
3) CC(=O)c1sc(N/N=C\c2ccc(Br)cc2)nc1C
4) COc1ccccc1CCNC(=O)CCCn1nc(C)c2c(C)n(-c3ccc(C)cc3)nc2c1=O
5) COc1cccc([C@@H]2CC=C(C(=O)O)[C@H](c3ccc(Br)cc3)N2S(=O)(=O)c2ccc(C)cc2)c1
6) O=c1[nH]c(=O)c2ncn(C3OC(CO)C(O)C3O)c2[nH]1 (stereo not given)
7) CCOC(=O)c1c(C)[nH]c(C)c1C(=O)COC(=O)c1cc2ccccc2cc1OC
8) Nc1scn[n+]1Cc1cccc2cccnc12
9) CCCCNC(=O)c1ccc2c(c1)N(CC)C(=O)c1ccccc1S2
10) O=C(COC(=O)/C=C/c1ccc(Cl)cc1Cl)Nc1cc(C(F)(F)F)ccc1N1CCOCC1

Compound	1	2	3	4	5	6	7	8	9	10
RXFP1 ag	-5.2%	0.3%	-0.1%	0.1%	.	.	-0.8%	-2.1%	1.0%	1.3%
TrxR1 substrate	14%[11.4 µM]	4%	-5%	2%	2%	4%	-12%	3%	-4%[57.1 µM]	0%
TrxR1 inh	0%	21%	-8%	18%	8%	0%	-10%	3%	-6%[57.1 µM]	2%
Vif-APOBEC3G blk	4%	7%	-11%	-4%	-3%	3%	-1%	1%	-15%	0%
RGS4 inh	21%	20%	-21%	-7%	-5%	-48%	-25%	-40%	-20%	-20%
USP1-UAF1 inh	-12%	-17%	-15%	-21%	-16%	.	-4%	-13%	-6%	-10%
12-LOX inh	?	-1%	-19%	6%	?	0%	-5%	18%	-2%	-11%
mIDH1 inhibitor	9%	-5%	-1%	9%	-6%	.	13%	17%	5%	0%
Vif-APOBEC3F blk	2%	16%	?	-8%	-4%	.	-3%	-11%	-4%	0%

11) COc1ccc(-c2cc(=O)[nH]c(NCc3ccccc3)n2)cc1
12) Cc1ccc(NC(=O)Cn2c(=O)n(-c3ccc(C)cc3)c(=O)c3ccc(C(=O)NCc4ccccc4Cl)cc32)cc1
13) COc1ccc(CN2CCOCCOCCOCCOCCOCC2)cc1
14) Cc1ccc(C2=NN(C(=O)CCCC(=O)O)C(c3ccco3)C2)cc1 (stereo not given)
15) O=C(Nc1c2c(nc3ccccc13)CCCC2)c1ccccc1Cl
16) N#C/C(=C\c1ccc(C(=O)O)cc1)c1ccccn1
17) COc1ccccc1CC(=O)NC1CCCCCC1
18) O=S(=O)([N-]c1nc2ccccc2nc1-[n+]1ccccc1)c1ccc(F)cc1
19) CCOC(=O)c1c(S(=O)(=O)NCC(=O)N2CCN(c3ccc(F)cc3)CC2)c(C)n(C)c1C
20) CC(C)CCn1c(=O)c2sccc2n2c(CCCC(=O)N3CCC(N4CCCCC4)CC3)nnc12

Compound	11	12	13	14	15	16	17	18	19	20
RXFP1 ag	0.3%	7.6%	0.6%	0.9%	2.0%	-0.1%	0.6%	-0.8%	0.0%	10%
TrxR1 substrate	20%	3%	5%[57.1 µM]	-1%[57.1 µM]	-1%[57.1 µM]	-10%	-2%	-5%	-6%	-15%
TrxR1 inh	-16%	17%	10%[57.1 µM]	19%[57.1 µM]	10%[57.1 µM]	1%[57.1 µM]	8%	13%[57.1 µM]	2%	-6%
Vif-APOBEC3G blk	0%	?	-5%	2%	-2%	-1%	0%	3%	0%	2%
RGS4 inh	9%	-23%	7%	-7%	-22%	-10%	9%	9%	21%	-25%
USP1-UAF1 inh	-14%	-13%	-3%	-12%	-8%	-5%	-5%	-7%	-13%	1%
12-LOX inh	-8%	-18%	93%	-20%	-2%	-9%	-10%	-19%	-25%	-1%
mIDH1 inhibitor	-1%	-1%	7%	6%	10%	5%	4%	19%	-12%	4%
Vif-APOBEC3F blk	-3%	?	10%	-1%	-3%	3%	-2%	0%	0%	-4%

21) Cc1nc(Oc2ccccc2)c2oc3ccccc3c2n1
22) CS(=O)(=O)NCC(c1cccnc1)N1CCN(c2ccc(F)cc2)CC1 (stereo not given)
23) O=C(NCCC1CCCCN1S(=O)(=O)c1ccccc1)C(=O)NCCN1CCOCC1 (stereo not given)
24) CN1CCN(C(=O)c2cnn3c2NC(c2ccccc2)CC3C(F)(F)F)CC1 (stereo not given)
25) Cc1cccc2sc(NC(=O)CCNS(=O)(=O)c3cccs3)nc12
26) CCN(CC)c1ccc(NC(=O)CCNS(=O)(=O)c2ccc3c(c2)CCC(=O)N3)c(C)c1
27) CCOc1cc(NC(=O)c2ccccc2OC)c(OCC)cc1NC(=O)c1ccccc1
28) CCN(CC(=O)NCc1ccc(Cl)cc1)S(=O)(=O)c1ccc(NC(C)=O)cc1
29) O=C(CCNC(=O)c1ccc(Cl)cc1)Nc1ncccc1O
30) CC1CC(C)CN(S(=O)(=O)c2ccc3c(c2)n(C)c(=O)c(=O)n3C)C1 (stereo not given)

Compound	21	22	23	24	25	26	27	28	29	30
RXFP1 ag	-0.5%	-0.1%	-0.3%	-0.2%	0.8%	1.1%	0.6%	0.1%	-3.6%	-0.7%
TrxR1 substrate	6%	5%	-15%	1%	-13%	-4%	17%	2%	-1%	0%
TrxR1 inh	9%	-3%	-12%	9%	-17%	-5%	14%	-1%	10%	9%
Vif-APOBEC3G blk	3%	-4%	0%	-4%	-15%	3%	1%	1%	3%	-2%
RGS4 inh	-14%	-7%	10%	16%	-18%	-7%	-11%	6%	27%	-4%
USP1-UAF1 inh	-4%	2%	0%	-32%	-7%	-2%	-21%	5%	-24%	-17%
12-LOX inh	-11%	483%[activator]	3%	36%[activator]	?	-5%	21%	-22%	151%[activator]	47%[activator]
mIDH1 inhibitor	2%	2%	4%	0%	5%	-5%	0%	-8%	12%	1%
Vif-APOBEC3F blk	-17%	5%	-7%	-1%	-3%	-13%	0%	-2%	-6%	-2%

# Given with two lines to a compound: entries from further up
# Every second line gives: RXFP1 ag, TrxR1 substrate, TrxR1 inh, Vif-APOBEC3G blk, RGS4 inh, USP1-UAF1 inh, 12-LOX inh, mIDH1 inhibitor, Vif-APOBEC3F blk
26: CCN(CC)c1ccc(NC(=O)CCNS(=O)(=O)c2ccc3c(c2)CCC(=O)N3)c(C)c1
 : 1.1%, -4%, -5%, 3%, -7%, -2%, -5%, -5%, -13%
21: Cc1nc(Oc2ccccc2)c2oc3ccccc3c2n1
 : -0.5%, 6%, 9%, 3%, -14%, -4%, -11%, 2%, -17%

# Next part:
31) O=C(c1ccccc1)N1N=C(c2ccccc2)CC1(O)C(F)(F)F (stereo not given)
32) CCOc1ccc(-c2nc(N)ncc2-c2ccc(OC)cc2)c(O)c1
33) CC(C)(C)NC(=O)COC(=O)CCC(=O)c1ccc(Cl)cc1
34) CCOC(=O)N/N=C\c1ccccc1OC/C=C/c1ccccc1
35) CSc1ncccc1C(=O)OCC(=O)c1[nH]c(C)c(C(C)=O)c1C
36) Cc1cccc(C)c1OCC(O)CN(Cc1ccccc1O)C1CCCCC1 (stereo not given)
37) Cc1ccc(OCc2cc(C(=O)N(C)CCn3ccnc3C)no2)cc1C
38) COc1ccc(CN(C)C(=O)c2ccc(NS(=O)(=O)c3ccc4[nH]c(=O)[nH]c4c3)cc2)c(OC)c1
39) O=C(CSc1nc2[nH]ncc2c(=O)n1-c1ccccc1)c1ccc2c(c1)OCCO2
40) CCOC(=O)C(C)(C)Oc1cccc2c1S(=O)(=O)c1ccccc1-2
41) COc1cccc(-c2nc(CS(=O)(=O)CC(=O)Nc3c(C)cc(C)cc3C)c(C)o2)c1

Compound	31	32	33	34	35	36	37	38	39	40	41
RXFP1 ag	0.0%	-0.1%	0.4%	1.1%	1.3%	-0.4%	.	-3.5%	0.0%	.	-4.5%
TrxR1 substrate	1%	-7%	4%[57.1 µM]	-4%	-1%	-9%	4%	1%	5%	7%[57.1 µM]	9%
TrxR1 inh	10%	-15%	16%[57.1 µM]	17%	23%	5%	17%	7%	6%	15%[57.1 µM]	36%
Vif-APOBEC3G blk	0%	3%	2%	?	2%	0%	0%	5%	-13%	2%	-12%
RGS4 inh	?	-15%	27%	14%	19%	-14%	-8%	2%	3%	-23%	18%
USP1-UAF1 inh	-9%	-22%	4%	-13%	-10%	-22%	-18%	-22%	-10%	-15%	3%
12-LOX inh	0%	-30%	2%	222%[activator]	60%[activator]	-1%	4%	21%	-3%	305%[activator]	-28%
mIDH1 inhibitor	-2%	1%	-1%	0%	7%	0%	1%	2%	3%	5%	-6%
Vif-APOBEC3F blk	7%	-1%	1%	-2%	1%	-15%	-23%	-4%	1%	6%	0%

# Structural class: those above containing bromine.
3) CC(=O)c1sc(N/N=C\c2ccc(Br)cc2)nc1C
5) COc1cccc([C@@H]2CC=C(C(=O)O)[C@H](c3ccc(Br)cc3)N2S(=O)(=O)c2ccc(C)cc2)c1

Compound	3	5
RXFP1 ag	-0.1%	.
TrxR1 substrate	-5%	2%
TrxR1 inh	-8%	8%
Vif-APOBEC3G blk	-11%	-3%
RGS4 inh	-21%	-5%
USP1-UAF1 inh	-15%	-16%
12-LOX inh	-19%	?
mIDH1 inhibitor	-1%	-6%
Vif-APOBEC3F blk	?	-4%

# Bioassay records: PubChem BioAssay, National Center for Advancing Translational Sciences (NCATS)
